# Screening data: PubChem, Emory University Molecular Libraries Screening Center
# 14-3-3 PPI – alters human 14-3-3 gamma binding to Raf peptide; inhibition, % at 40 µM; FP, 14-3-3gamma / TMR-pS259-Raf peptide binding; AID 422; P61981; 160,000 tested, 0.19% active; in the data active = inhibition above about 30%;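 also: 0% = protein plus tracer without compound and 100% = blank with tracer alone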
# Target sequence (P61981 whole entry, looked up): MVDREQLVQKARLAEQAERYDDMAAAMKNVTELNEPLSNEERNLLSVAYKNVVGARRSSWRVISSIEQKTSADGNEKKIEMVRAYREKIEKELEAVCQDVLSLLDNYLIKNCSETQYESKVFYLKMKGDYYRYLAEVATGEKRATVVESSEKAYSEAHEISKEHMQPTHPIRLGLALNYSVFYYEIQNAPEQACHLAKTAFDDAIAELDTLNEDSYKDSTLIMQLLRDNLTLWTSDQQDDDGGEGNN
# Active calls of the source: *; & = joins results of further samples. The list is partial, so the mix of outcomes need not match the whole.
SMILES,14-3-3 PPI
COc1ccc(CCn2c(SCc3ccccc3F)nc3ccsc3c2=O)cc1OC,4
Cc1ccccc1C(=O)NC1CC(C)(C)NC(C)(C)C1,-10
CC1=CC(C)C2COC(c3ccc4c(c3)OCO4)C1C2C (centres undefined),-7
COc1cc2c(cc1OC)C(COc1ccc([N+](=O)[O-])cc1)N(C(=O)COc1ccccc1)CC2 (centres undefined),4
Cc1oc(-c2ccc(Cl)cc2)nc1CN1CCC(C(=O)NCc2cccnc2)CC1,-2
CCc1nnc2n1N=C(c1ccc(OC)c(OC)c1)CS2,-4
c1ccc2c(-n3cccn3)cccc2c1,-6
COC(=O)c1cc(OC)c(OC)cc1NC(=O)C1CCC(=O)N1S(=O)(=O)c1ccc(C)cc1 (centres undefined),-3
COc1ccc(CN(Cc2ccccc2)C(=O)NC(C)(C(F)(F)F)C(F)(F)F)cc1,0
CSc1nc2c(c(=O)[nH]1)C(c1ccc(N(C)C)cc1)C1=C(CCCC1=O)N2 (centres undefined),-13
COc1nnc(OC)c2ccccc12,-3
CC1=C(C(=O)OCCc2ccccc2)C(c2ccccc2OCc2ccccc2)NC(=O)N1 (centres undefined),2
COc1cccc2cc(-c3nc(-c4ccc(Cl)cc4)cs3)c(=O)oc12,-4
Cc1nc2sc(C(=O)Nc3cccc4ccccc34)c(N)c2c(C)c1Cl,-70
CCN(CC)S(=O)(=O)c1cccc(-c2nnc(SCC(=O)c3cc(C)n(C)c3C)o2)c1,-8
CCCS(=O)(=O)NCCc1cc2c(OC)ccc(OC)c2[nH]c1=O,1&4
COc1cccc(Cn2c(=S)[nH]c3ccc(N4CCOCC4)cc3c2=O)c1,-3
O=C(C1CCC(=O)N1Cc1cccnc1)N1CCN(c2ccc(F)cc2)CC1 (centres undefined),4
COc1ccc(CCNC(=O)c2sc3ccccc3c2Cl)cc1,-13
COc1cccc(OC)c1OCCCCN1CCCC1,-5
O=C(Nc1nc2ccccc2n1CCN1CCCCC1)c1ccco1,-4
Cc1cc(NC(=O)CCCC(=O)N(CC(=O)NC2CCCCC2)c2ccccc2)no1,2
CCC(=O)Nc1ccc(C(=O)Cn2nc(C(=O)O)c3ccccc3c2=O)cc1,-11
CN(C)c1ccc2c3c(ccc(N(C)C)c13)C(=O)OC2,1
O=C1C(Nc2ccc(F)cc2)=C(N2CCCCC2)C(=O)c2ccccc21,1
Cc1cc(C(=O)Nc2ccc3c(c2)OCO3)no1,-9
C=CCNC(=O)C(C)N(c1ccc(OCC)cc1)S(C)(=O)=O (centres undefined),-6
O=C(Nc1ccc2c(c1)C(=O)N(C1CCCCC1)C2=O)C1CCCO1 (centres undefined),1
OC(COc1c(Cl)cc(Cl)cc1Cl)CN1CCCCC1 (centres undefined),-4
O=C(O)C1CCCCC1C(=O)OCCCCOC(=O)C1CCCCC1C(=O)O (centres undefined),-1
CCOC(=O)c1c(-c2ccccc2)c2cc(C)ccc2[nH]c1=O,0
O=C(CSc1nnnn1-c1ccc(F)cc1)NCCc1ccccc1,-9
Cn1cc(C(=O)N2CCCCCC2)c2ccccc2c1=O,11
CCn1c(SCC(=O)c2cccs2)nnc1-c1ccco1,-4
O=C(O)/C=C/C(O)c1ccc(Cl)cc1 (centres undefined),-1
CC1(C)CC(=O)C2=C(C1)Nc1[nH]n(-c3ccccc3)c(=O)c1C2c1ccc2c(c1)OCO2 (centres undefined),7

# In the list so far, these contain a Cl atom:
SMILES,14-3-3 PPI
Cc1oc(-c2ccc(Cl)cc2)nc1CN1CCC(C(=O)NCc2cccnc2)CC1,-2
COc1cccc2cc(-c3nc(-c4ccc(Cl)cc4)cs3)c(=O)oc12,-4
Cc1nc2sc(C(=O)Nc3cccc4ccccc34)c(N)c2c(C)c1Cl,-70
COc1ccc(CCNC(=O)c2sc3ccccc3c2Cl)cc1,-13
OC(COc1c(Cl)cc(Cl)cc1Cl)CN1CCCCC1 (centres undefined),-4
O=C(O)/C=C/C(O)c1ccc(Cl)cc1 (centres undefined),-1

# New compounds follow.
SMILES,14-3-3 PPI
CCOC(=O)c1ccc(Cn2cnc3ccccc3c2=O)cc1,-8
O=C(CN1CCN(Cc2ccccc2)C1=O)NCCN1CCOCC1,-5
CCCC(=O)N1c2ccccc2-c2nnc(SC)nc2OC1c1cccs1 (centres undefined),-172
Cc1n[nH]c(C)c1S(=O)(=O)N1CCC(C(=O)N2CC(=O)N(CCc3ccccc3)C(=O)C2)CC1,3
CCc1ccc(S(=O)(=O)Nc2cc3sc(=O)oc3c3ccccc23)cc1,-45
COc1cc(NS(=O)(=O)c2ccc(NC(=O)COc3ccccc3C)cc2)nc(OC)n1,-10
FC(F)(F)c1cc(-c2ccc(Cl)cc2)nc(NCc2cccnc2)n1,1
Cn1ccnc1SC(=O)N1c2ccccc2Sc2ccccc21,-6
CC1CCN(CC(C)CNC(=O)C2(O)c3cc(Br)ccc3NC(=O)N2c2ccccc2)CC1 (centres undefined),-3
CCC1Oc2ccccc2N(CC(=O)NC2CCCC2)C1=O (centres undefined),1
CCN(CC)CC#CC(O)(c1ccccc1)c1cccs1 (centres undefined),-8
N#Cc1nc(COc2ccc(Br)cc2)oc1NCCCn1ccnc1,-7&-21
COc1ccc(Nc2nccc3c2nnn3C)cc1,-12
Cc1nc(NC(C)c2ccccc2)c2oc3ccccc3c2n1 (centres undefined),-2
CC[n+]1c(C=Cc2ccc(N(C)C)cc2)sc2cc(C)ccc21,-333
CCOc1cc(C2CC(=O)NC(C)=C2C(=O)OC)cc(Br)c1OC (centres undefined),3
CCCc1cc(C(=O)Nc2cc(C)nn2-c2ccccc2)no1,-4
CCOC(=O)N1CC=C2C(C#N)=C(N)C(C#N)(C#N)[C@H](c3ccccc3OCC)[C@H]2C1,1
Cc1ccccc1C(=O)N1CCC(C(=O)O)CC1,1
CC(C(=O)NC1CCCCCC1)C1Sc2ccccc2N(Cc2ccc(F)cc2)C1=O (centres undefined),-20
COc1ccccc1C1NC(=O)NC(C)=C1C(=O)Nc1ccccc1Cl (centres undefined),-4
CN1CCN(C2=C(Cl)C(=O)N(c3cccc(Cl)c3)C2=O)CC1,-7&-25
CCSC1=C(C#N)C(c2ccccc2OC)CC(=O)N1 (centres undefined),4
O=C(NC1CCCCC1)c1ccc2c(=O)n(-c3ccccc3)c(SCc3nc4ccccc4[nH]3)nc2c1,-10

# In a second layout: results already given
Structure	14-3-3 PPI
O=C(C1CCC(=O)N1Cc1cccnc1)N1CCN(c2ccc(F)cc2)CC1 (centres undefined)	4
COc1ccc(CCNC(=O)c2sc3ccccc3c2Cl)cc1	-13
COc1cccc(OC)c1OCCCCN1CCCC1	-5

# Continued.
SMILES,14-3-3 PPI
O=C(NCc1cccnc1)c1cccc(C(F)(F)F)c1,-4
CC1(C)Cc2noc(N)c2C(C)(C)N1OC(=O)c1scc2c1OCCO2,4
Cc1cc(NC(=O)Cc2nn(C)c(=O)c3ccccc23)ccc1Br,4
N#CC(C#SN)=C1CCCCC1,0
CC1CCC2C(=O)N(c3ccc(N4CCCC(C)C4)c([N+](=O)[O-])c3)C(=O)C2C1 (centres undefined),1
O=C(Cn1[nH]c(=O)c2ccccc2c1=O)Nc1cccc(-c2nnc3n2CCCCC3)c1,-1
Cc1ccccc1Nc1nnc(C(C)(C)C)c(=O)[nH]1,-1
Cc1cc(=O)[nH]c(SCC(=O)Nc2ccccc2F)n1,-1
Cn1c2c(c3cc(C4CCCCC4)ccc31)CCC2=O,-4
Cc1ccc2oc(-c3ccc(NC(=O)CC(C)C)cc3)nc2c1,-14
CCc1ccc(Nc2cc(C(=O)NCCOC)c3ccccc3n2)cc1,10
O=[N+]([O-])c1c(NCCCO)cc(NC2CCCCCC2)c2nonc12,-12
Cc1cnc(NC(=O)CN2CCN(c3ccccn3)CC2)s1,-3
CNC(=O)CCC(=O)Nc1ccc(C(=O)OC)cc1,3
CC(Oc1ccccc1)C(=O)Nc1ccc(-n2nncc2-c2ccccc2)cc1 (centres undefined),-7
CCCCOC(=O)Nc1ccc(S(=O)(=O)Nc2nc(C)cc(C)n2)cc1,5
O=C(Nn1cnnc1)c1ccccc1-c1ccccc1,-12
COc1ccc2[nH]cc(CCNS(C)(=O)=O)c2c1,-5
Nc1c(C(=O)NCCc2ccc(Cl)cc2)nnn1-c1cccc(C(F)(F)F)c1,-7
CC(=O)Nc1cccc(Oc2nc(C)cc(C)c2C#N)c1,4
O=C(CCn1cccc1)NCCc1ccc(Cl)cc1,-6
CCOc1ccc(NC(=O)c2cccs2)cc1,-6
CC1CCN(S(=O)(=O)c2ccc3c(c2)N(CC(=O)NCCCN2CCCC2)C(=O)CS3)CC1,-1
CC(C)Cn1cc(I)c(=O)n(CC(C)C)c1=O,-1
COc1cccc(CN2C(=O)c3ccccc3C2C(=O)NC2CCCC(C)C2C)c1 (centres undefined),-1
O=C(CN1CCN(CCC(=O)Nc2ccccc2F)CC1)Nc1ccc(Cl)cc1,-6&-8
CC(=O)c1ccc(N=Cc2ccc([N+](=O)[O-])cc2)cc1,2
CCOC(=O)c1c(NC(=O)C(C(C)C)N2C(=O)c3ccccc3C2=O)sc2c1CCC(C)C2 (centres undefined),3
O=C(NC1CCCC1)C(c1ccccn1)N(C(=O)c1csnn1)C1CC1 (centres undefined),-3
CCCC(=O)OCCNc1cc(Cl)c2nonc2c1[N+](=O)[O-],-7
CC1CCN(C(=O)c2ccc(S(=O)(=O)c3ccc(F)cc3)c([N+](=O)[O-])c2)CC1,1
Cc1cccc(-n2cc(-c3cc4ccccc4oc3=O)[nH]c2=S)c1C,-9
CCOC(=O)C1=C(c2ccccc2)N(C)C(=O)NC1c1ccc2c(c1)OCO2 (centres undefined),-6
CCc1ccc(OCC(=O)Nc2ccc3c(c2)c2ccccc2n3CC)cc1,-3
CCCCN(C)S(=O)(=O)c1ccc2c(c1)CCN2C(=O)CC,1
CCOc1ccccc1N(CC(=O)Nc1ccc(C)cc1)S(C)(=O)=O,4
CCCCN(CCCC)c1ncnc2ccc(C)cc12,-6
CCOc1ccc2ccccc2c1C(=O)N1CC(=O)Nc2ccc(C)cc2C1c1ccc(F)cc1 (centres undefined),-2
CC(C)(C)c1cc(Cl)c(O)c(N=Cc2ccccc2O)c1,-27
COc1ccc(N2CCN(C(=O)Cc3nn(C)c(=O)c4ccccc34)CC2)cc1,0
CCOc1ccc(CNC(=O)CN2C(=O)COc3ccc(C(C)(C)C)cc32)cc1OC,-4
CCOC(=O)c1[nH]c(C)c(C(=O)N(C)Cc2ccccc2)c1C,-5
Cc1cc(C)n(-c2ccc(C(=O)OCn3nnc4ccccc4c3=O)cc2)n1,-5
CC(NC(=O)C1CCN(S(=O)(=O)c2ccc(Br)s2)CC1)c1ccccc1 (centres undefined),0
COc1ccc(N2C(=O)NC3CC2(C)Oc2ccc(Br)cc23)c(OC)c1 (centres undefined),8
O=C(Nc1nnc(COc2ccccc2)s1)c1ccco1,-1
COc1ccc(N/C=C2\CCOC2=O)cc1,-1
CCCSc1nnc2c(n1)OC(c1cc3c(cc1[N+](=O)[O-])OCO3)Nc1ccccc1-2 (centres undefined),-20

# Among those listed so far, five contain a cyano group.
SMILES,14-3-3 PPI
N#Cc1nc(COc2ccc(Br)cc2)oc1NCCCn1ccnc1,-7&-21
CCOC(=O)N1CC=C2C(C#N)=C(N)C(C#N)(C#N)[C@H](c3ccccc3OCC)[C@H]2C1,1
CCSC1=C(C#N)C(c2ccccc2OC)CC(=O)N1 (centres undefined),4
N#CC(C#SN)=C1CCCCC1,0
CC(=O)Nc1cccc(Oc2nc(C)cc(C)c2C#N)c1,4

# (next part)
SMILES,14-3-3 PPI
Cn1cnnc1SCC(=O)NCc1cccc(C(F)(F)F)c1,6
COc1ccc(-c2c(C(F)(F)F)oc3cc(OC(=O)c4cc(OC)c(OC)c(OC)c4)ccc3c2=O)cc1OC,4
CSc1nc2c(c(=O)[nH]1)C(c1ccncc1)C(C(=O)OC(C)C)=C(C)N2 (centres undefined),-10
CC(=O)c1cccc(NC(=O)CCOc2ccccc2)c1,-1
O=C(CSc1nc(O)cc(=O)[nH]1)Nc1nc2ccccc2s1,-51
COc1ccc(OC)c(-c2cc(C(=O)Nc3cccc(Cl)c3C)no2)c1,2
O=C(NCCN1CCCC1)C1CCC(CNS(=O)(=O)c2ccc(Cl)cc2)CC1 (centres undefined),1
CCCOc1ccccc1C1C2=C(CC(C)(C)CC2=O)Nc2ccccc2N1C(=O)CC (centres undefined),-15
Cc1cc2c(cc1Br)-n1c(nc3ccccc3c1=O)C2=O,-4
CC(C)NC(=O)C1CC(=O)N(c2ccc(F)c(Cl)c2)C1 (centres undefined),-4
COc1ccc(-n2c(=O)c3c4c(sc3n(Cc3ccccc3C#N)c2=O)CCC4)c(OC)c1,-18
CCOC(=O)c1cnc(Nc2nc3ccccc3o2)nc1CSc1ncccn1,-6
O=C1CCCC/C1=C\Nc1ccc(O)cc1,-2
FC(F)(F)c1cccc(-c2noc(C=Cc3ccc(Br)cc3)n2)c1,1
CS(=O)(=O)CC1CC1(Cl)Cl (centres undefined),2
C=CCSc1nnc(NC(=O)c2ccc(S(=O)(=O)NCC3CCCO3)cc2)s1 (centres undefined),-4
COC(=O)c1cc(C(=O)OC)cc(N2C(=O)CN=C2Nc2nc(C)cc(C)n2)c1,5
CC1SC2(CCCCC2)N(c2ccc(F)cc2)C1=O (centres undefined),-3
CC(C)CCNc1cc(=O)n(C)c(=O)n1C,1&-12
Cc1ccc2nc(NC(=O)C3CCN(S(=O)(=O)c4c(C)n[nH]c4C)CC3)sc2c1,-2
Cc1cc2c(c(N)n1)c(=O)oc1ccccc12,-11
O=C(c1ccc(NS(=O)(=O)c2ccccc2)cc1)N1CCCC1,5
COCCCNC(=O)c1ccc(N(C)S(=O)(=O)c2ccc(OC)cc2)cc1,-9
O=C(Nc1nc(NC(=O)c2ccco2)n(-c2ccccc2)n1)c1ccccc1,4
COc1ccc2nc(NC(=O)NC34CC5CC(C3)CC(c3ccc(C)cc3)(C5)C4)sc2c1,-10
